CF NFkB block – blocks PAF-induced NF-kB reporter in cystic fibrosis cells | KKLEB NF-kB-GFP reporter, GFP fluorescence overnight | inhibition, % at 5 µM | 360,000 compounds, 0.86% hits | AID 588850;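 active means at least 50% inhibition at 5 µM, scaled per plate between neutral and stimulator controls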;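 further: PAF is a Pseudomonas aeruginosa culture filtrate used as stimulus; plate controls were PAF-stimulated DMSO wells for no effect and unstimulated DMSO wells for full effect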
TROY signal inh – inhibitors of TROY-dependent NF-kB signaling | Q293 LMP1-TROYcd NF-kB luciferase reporter, 4 h | inhibition, % at 10 µM | 360,000 compounds, 0.98% hits | AID 1347056;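 active means compounds whose plate-normalised and pattern-corrected inhibition of the luciferase reporter signal at the single screening dose is 50% or more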
TRAIL sens C8 – sensitizes caspase-8 expressing cells to TRAIL. inhibition (viability loss, TRAIL sensitization), % at 10 µM. 360,000 compounds, 1% hits. NB7+C8 cells + TRAIL, ATPlite viability luminescence;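 active means compounds causing at least 50% loss of cell viability in the single-dose screen, relative to plate controls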
SRC1 inh – inhibitors of human steroid receptor coactivator 1 (SRC1) | Q15788 | inhibition, % at 3.6 µM | HEK293 GAL4-SRC1 luciferase reporter, luminescence | 360,000 compounds, 0.12% hits | AID 588354;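 active means inhibition above the campaign mean plus 3 SD, with each screening campaign given its own cutoff, cut at about 60% in these data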;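 further: 0% = DMSO treated cells and 100% = gossypol at 36 µM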
KKLEB cytotox – CF airway cell cytotoxicity counter-screen; KKLEB CF airway cells viability, ATPlite luminescence, overnight; hits give low values; cells stimulated with P. aeruginosa culture filtrate; activity change (cytotoxicity), % at 5 µM; 360,000 compounds, 0.36% hits; AID 602141;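 active means corrected activity change at or below -50% at 5 µM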
LMP1 NFkB inh – reduces LMP1-driven NF-kappaB luciferase signal. AID 504558. 350,000 compounds, 0.69% hits. LMP1-induced NF-kappaB luciferase reporter cells, luminescence. inhibition, % at 12.5 µM; in the data active means inhibition above about 41%;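 further: 0% = neutral control wells and 100% = reference inhibitor control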
NCOA3 inh – human NCOA3 inhibition; HEK293 GAL4-SRC3 luciferase reporter, luminescence; inhibition, % at 3.6 µM; 360,000 compounds, 0.17% hits; AID 588352;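 active means inhibition above a per-campaign cutoff, the mean of all compounds plus 3 SD, cut at about 60% in these data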;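 further: 0% = DMSO-treated cells and 100% = gossypol-treated cells at 36 µM; higher means less SRC3-driven luciferase light from the GAL4 reporter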
TWEAK Fn14 block – TWEAK-Fn14 signaling inhibition. TWEAK-stimulated Fn14 reporter cells, luciferase luminescence, 8 h. inhibition, % at 10 µM. 360,000 compounds, 2% hits. AID 1159606; in the data active means inhibition above about 50%
COUP-TFII inh – blocks human COUP-TFII nuclear receptor; P24468; HEK293T NGFI-A luciferase reporter, luminescence; inhibition, % at 8.6 µM; 370,000 compounds, 0.7% hits; AID 686940;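 active means inhibition above a per-plate cutoff, mean inhibition of test wells between control levels plus 3 SD, cut at about 38% in these data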;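 further: cells cotransfected with COUP-TFII expression vector driving the NGFI-A reporter; 0% = median of COUP-TF2 test wells and 100% = reporter-only cells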
NR5A2 inv ag – suppresses constitutive activity of human LRH-1; O00482; HEK293T StAR-luciferase reporter, LRH-1 transfected, 24 h; inhibition, % at 3.6 µM; 360,000 compounds, 0.13% hits; AID 602396;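 active means inhibition above the mean inhibition of all tested compounds plus 3 SD, cut at about 73% in these data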;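 further: 0% = DMSO wells and 100% = reporter-only cells lacking LRH-1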
NCOA2 inhibitor – inhibits human steroid receptor coactivator 2; Q15596; HEK293 GAL4-SRC2 luciferase reporter, luminescence; inhibition, % at 9 µM; 370,000 compounds, 0.17% hits;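 active means inhibition above the mean inhibition of all tested compounds plus 3 SD, set per campaign, cut at about 52% in these data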;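 further: 0% = DMSO treated cells and 100% = cells given Gossypol at 36 µM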
Target sequence (Q15596 whole entry, looked up, the tested form may be a part): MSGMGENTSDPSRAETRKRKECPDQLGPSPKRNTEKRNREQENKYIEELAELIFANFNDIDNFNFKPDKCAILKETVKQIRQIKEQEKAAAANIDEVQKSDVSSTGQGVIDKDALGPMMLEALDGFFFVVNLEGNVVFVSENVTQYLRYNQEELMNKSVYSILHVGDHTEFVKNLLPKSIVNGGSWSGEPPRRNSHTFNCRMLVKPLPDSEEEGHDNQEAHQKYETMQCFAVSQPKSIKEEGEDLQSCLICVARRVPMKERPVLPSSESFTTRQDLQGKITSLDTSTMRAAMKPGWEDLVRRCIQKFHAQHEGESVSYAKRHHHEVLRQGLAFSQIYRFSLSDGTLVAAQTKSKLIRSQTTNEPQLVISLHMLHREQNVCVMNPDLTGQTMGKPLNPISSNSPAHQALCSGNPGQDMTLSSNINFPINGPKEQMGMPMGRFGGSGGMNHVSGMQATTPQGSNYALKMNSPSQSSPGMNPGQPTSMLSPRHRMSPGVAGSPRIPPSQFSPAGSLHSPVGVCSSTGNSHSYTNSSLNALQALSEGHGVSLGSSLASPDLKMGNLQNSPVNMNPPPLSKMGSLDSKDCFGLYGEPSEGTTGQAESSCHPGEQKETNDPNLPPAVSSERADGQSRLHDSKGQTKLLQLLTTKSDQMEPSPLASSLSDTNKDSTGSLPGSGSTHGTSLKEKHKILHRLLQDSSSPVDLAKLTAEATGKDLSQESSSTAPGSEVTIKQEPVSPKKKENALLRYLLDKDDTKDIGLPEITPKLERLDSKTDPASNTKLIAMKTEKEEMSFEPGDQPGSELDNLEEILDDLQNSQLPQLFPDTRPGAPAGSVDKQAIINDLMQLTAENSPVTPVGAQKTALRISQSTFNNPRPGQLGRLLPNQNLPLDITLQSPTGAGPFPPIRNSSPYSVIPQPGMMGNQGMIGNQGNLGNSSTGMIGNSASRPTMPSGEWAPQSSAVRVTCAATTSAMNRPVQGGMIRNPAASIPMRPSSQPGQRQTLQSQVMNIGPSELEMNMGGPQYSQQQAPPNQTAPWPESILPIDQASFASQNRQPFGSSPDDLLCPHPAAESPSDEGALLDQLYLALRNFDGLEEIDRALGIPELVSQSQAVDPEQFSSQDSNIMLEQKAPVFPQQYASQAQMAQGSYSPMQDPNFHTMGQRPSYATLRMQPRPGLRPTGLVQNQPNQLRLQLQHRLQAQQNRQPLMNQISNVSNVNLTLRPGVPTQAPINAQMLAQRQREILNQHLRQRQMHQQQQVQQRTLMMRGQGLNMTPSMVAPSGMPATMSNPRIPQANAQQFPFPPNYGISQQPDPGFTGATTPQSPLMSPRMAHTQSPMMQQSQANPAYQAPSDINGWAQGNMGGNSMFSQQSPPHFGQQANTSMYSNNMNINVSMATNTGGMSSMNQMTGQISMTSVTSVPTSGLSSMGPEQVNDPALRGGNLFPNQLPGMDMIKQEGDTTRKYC
The depositor's hits bear a star; · = not tested or not shown.

SMILES	TROY signal inh	CF NFkB block	TRAIL sens C8	LMP1 NFkB inh	SRC1 inh	KKLEB cytotox	NCOA2 inhibitor	COUP-TFII inh	TWEAK Fn14 block	NCOA3 inh	NR5A2 inv ag
COc1ccc(C)cc1NC(=O)C(OC(=O)CNC(=O)c1ccc(Oc2ccccc2)cc1)c1ccccc1 (configuration not stated)	-4	-12	-4	-7	-7	10	13	12	-19	18	14
CCn1c(=O)c2c3c(sc2n2c(SCc4ccc(F)cc4)nnc12)CCCC3	6	4	16	-5	-3	-6	13	12	20	4	10
CC(C)(C)CNC(=O)C1(C)CCN1C(=O)Cc1ccc(C(C)(C)C)cc1 (configuration not stated)	5	18	-2	·	15	2	-14	6	13	14	12
CCN1CCN(C(c2cccnc2)c2cc(Cl)c3cccnc3c2O)CC1 (configuration not stated)	5	39	3	1	0	-31	4	5	-52	11	-2
O=C(CCCSc1nc(-c2ccco2)cc(C(F)(F)F)n1)NCc1cccs1	-13	9	-3	-2	9	-15	10	10	17	-2	4
CC(C)(C)C(=O)N1CCC(O)(CS(=O)(=O)Cc2ccccc2Cl)CC1	7	1	-18	-3	7	4	9	6	1	26	5
Cc1cccc(-c2noc(CN(C(=O)/C=C/c3ccccc3Cl)C(C)C)n2)c1	-8	9	-15	0	-9	-8	-4	-11	21	-3	-7
COc1ccc(NC(C)c2cc(Cl)ccc2O)cc1 (configuration not stated)	15	7	-8	-17	-28	-1	-24	-6	-7	-8	1
C=CCOc1nc(N2CCCC2)nc(N2CCCC2)n1	-5	-13	-6	1	-3	2	5	1	8	0	5
COC1CCN(C(=O)c2ccc3oc(C(C)C)nc3c2)CC1	-14	3	-7	-9	3	0	-21	-5	-9	1	-6
C=CCN(CC=C)c1ccc(N2C(=O)C3CCCCC3C2=O)cc1[N+](=O)[O-] (configuration not stated)	2	-22	-12	4	-2	6	-9	-5	5	7	-12
COC(=O)c1ccc2c(=O)n(CCN3CCOCC3)c(SCC(=O)NCc3ccccc3)nc2c1	2	-3	23	12	15	3	-5	16	-1	12	7
O=C(NCC1(c2ccccc2)CCCC1)C1(c2ccccc2)CCCC1	-3	5	-1	-7	7	-1	19	16	19	11	28
CC(C)(C)c1ccc(C2CC2C(=O)N/N=C\c2ccc[nH]2)cc1 (configuration not stated)	-6	58*	65*	-64	23	-42	-14	42*	33	71*	89*
Cc1ccccc1OCC(=O)NNC(=O)Cc1ccc(S(=O)(=O)N2CCOCC2)s1	-16	-10	-27	5	3	7	-14	12	2	6	0
Cc1cc(Cl)ccc1NC(=O)CCN1C(=O)C2CCCCC2C1=O (configuration not stated)	-26	4	-20	-3	-3	4	15	-9	-2	21	-6
CCCCn1c(N)c(N(CCOC)C(=O)c2cc3c(s2)CCC(C)C3)c(=O)[nH]c1=O (configuration not stated)	-15	17	-5	3	6	-5	-6	-12	5	9	-19
CN1CCN(c2ccc(NC(=O)COc3ccccc3[N+](=O)[O-])cc2)CC1	-9	-3	4	-6	0	-2	-9	2	-17	-8	5
CC(=Nc1ccccc1)c1sc2ccccc2c1O	1	-30	35	-58	-117	3	-67	-55	-7	-106	-57
O=S1(=O)CC(N2CCC(Cc3ccccc3)CC2)CN1C1CCCC1 (configuration not stated)	6	-18	6	·	1	7	6	14	-10	14	3
O=C(Nc1cccc2cccnc12)C1CCCC1	-19	2	-14	-1	-40	8	9	6	-10	7	3
O=C(COc1ccc(Cl)cc1)Nc1nc(-c2ccc(S(=O)(=O)N3CCOCC3)cc2)cs1	47	1	3	19	-1	5	17	13	71*	2	17
O=C(COC(=O)CSc1ccc([N+](=O)[O-])cc1)NCC1CCCO1 (configuration not stated)	-1	9	-8	-17	8	-6	-19	11	-4	3	2
Cn1c(SCC(=O)Nc2ccc(Cl)cc2)nc(O)cc1=O	-20	5	5	-4	-21	-1	9	-3	80*	35	37
COC(=O)[C@@]1(Cc2ccccc2)[C@H]2C(=O)N(C)C(=O)[C@H]2[C@H]2CN=C(SCC3CC3)N21	-1	1	-5	-3	6	3	-17	-2	16	-2	13
O=C(Nc1cccc(S(=O)(=O)NC2=NCCCCC2)c1)c1cc(-c2ccc(Cl)cc2)nc2ccccc12	6	-11	2	10	9	3	13	-3	31	-1	-11
Cn1c(=O)c2c(ncn2CC(=O)N2CCN(c3cccc(Cl)c3)CC2)n(C)c1=O	-15	8	16	-3	-5	0	19	-5	-2	8	5
CCCNC(=O)C1(C)CCCN(Cc2ccc(-c3ccccc3)cc2)C1 (configuration not stated)	9	4	4	·	0	-8	-8	18	12	0	8
O=C(N/N=C/c1ccc(Br)o1)c1cc([N+](=O)[O-])cc([N+](=O)[O-])c1	12	-1	2	-9	3	-14	-23	-7	-23	5	0
c1ccc(Nc2nc(NCCN3CCOCC3)nc(Nc3ccccc3)n2)cc1	-2	-2	14	1	-9	-2	8	6	-1	-5	-19
CC12CN3CC(C)(CN(C1)C3c1ccc(Br)cc1)C2=O (configuration not stated)	-12	1	12	-10	-11	1	-27	-11	14	2	-14
O=C(c1ccc(Cl)c([N+](=O)[O-])c1)N1CCN(C(=O)c2ccco2)CC1	-14	1	-1	1	6	0	-24	-5	8	16	10
CC(=O)NS(=O)(=O)c1ccc(NC(=O)C2C3C=CC(C3)C2C(=O)O)cc1 (configuration not stated)	7	-1	-8	-6	-26	10	-13	3	-13	-3	-8
O=C(COC(=O)CNS(=O)(=O)c1c(F)cccc1F)NC(=O)NC1CCCCC1	-30	-2	-3	-8	-8	-3	-14	2	4	14	-2
Fc1cccc(Nc2c3c(nc4ccccc24)CCC3)c1	13	-34	16	-4	-10	-9	-12	-5	-70	-19	25
CS(=O)(=O)N1CCN(c2ccccc2NC(=O)c2cccs2)CC1	1	9	-8	-2	-3	-7	-6	6	-2	0	14
COc1ccc(-c2nc(SC(C)C(=O)NCC3CCCO3)n[nH]2)cc1 (configuration not stated)	25	26	8	-3	-5	-12	10	14	17	12	14
O=C(NCC1CCCO1)C1CCCN(S(=O)(=O)c2cccc(C(F)(F)F)c2)C1 (configuration not stated)	27	20	-9	-10	9	5	-17	4	-15	8	-11
CSc1sc(-c2ccnc(SCCS(C)(=O)=O)n2)c(-c2ccccc2)c1C#N	4	-16	12	12	4	7	10	7	-19	8	-1
COCOCCn1cc(CN2CCS(=O)(=O)N(Cc3ccc(-c4ccc(Cl)cc4)cc3)C(C(C)C)C2=O)nn1 (configuration not stated)	9	6	-9	2	-2	-7	-8	-9	8	14	5
CCc1nc2nc(C)c(NS(=O)(=O)c3ccc(C4CCCCC4)cc3)c(=O)n2[nH]1	-6	2	31	-5	-5	6	-8	2	6	3	14
COc1cccc(OCC(=O)NNC(=O)c2cnccn2)c1	-2	-4	5	-5	8	5	7	11	3	-5	5
O=C(O)c1cc(O)c2c(c1)C(=O)c1cc(O)cc(O)c1C2=O	-2	-20	-2	12	-22	9	-12	-3	6	16	21
C/C(=N/NC(=O)CNC(=O)c1ccccc1)c1ccc(C)cc1	-33	-18	6	13	-2	4	12	-8	-14	7	-1
Cn1c(=O)c2[nH]c(=S)n(Cc3ccccc3)c2n(C)c1=O	0	8	6	9	7	3	7	-9	4	-4	-1
CCCCc1cc(=O)oc2cc(OCC(=O)N3CCOCC3)ccc12	0	-25	-9	-2	1	-1	15	0	0	-7	25
CC(C)CNS(=O)(=O)c1ccc(S(=O)(=O)N2CCC3(CC2)OCCO3)cc1	1	-4	33	-7	15	12	1	-5	18	23	-6
CCc1cc(C(=O)N2CCN(c3ccccc3OC)CC2)sc1C	3	7	7	-6	4	-8	4	-3	26	-14	-13
Cc1ccc(N2C(=O)NC(NS(=O)(=O)c3ccc(C)cc3)(C(F)(F)F)C2=O)cc1 (configuration not stated)	-4	10	-3	1	0	-6	-11	-2	7	-5	11
CCc1ccc2[nH]c(=O)c(CN(Cc3ccccc3OC)C(=O)Nc3ccccc3OC)cc2c1	12	7	14	1	-14	34	16	11	-8	15	12
Cc1cc(N2CCN(c3ccccn3)CC2)n2nc(C)nc2n1	-12	-2	3	8	2	-4	-33	-7	-5	8	9
C=C1CCN([C@@H](Cc2ccccc2)C(=O)NCCCc2ccccc2)S(=O)(=O)c2ccccc21	9	7	6	5	-2	-16	-25	0	12	5	-4
COC(CNC(=S)Nc1ccc([N+](=O)[O-])cc1)OC	-18	-16	13	-10	-24	14	-42	-11	-32	-9	-11
O=C(CN1CCN(c2ccccc2F)CC1)c1ccc(O)c(O)c1	-22	-22	17	2	-10	-3	11	-23	-37	-35	-9
COC(=O)c1cc(OC)c(OC)cc1NC(=O)CN1C(=O)c2ccccc2C1=O	4	5	-4	-4	3	-14	8	7	-17	1	8
O=C(CSc1nc2c(cnn2-c2ccccc2)c(=O)[nH]1)N1CCOCC1	14	-8	4	12	-9	6	-8	2	-5	25	11
CCOc1ncccc1C(=O)OCC(=O)c1c[nH]c2ccccc12	-21	13	-5	-6	-14	-4	-37	3	12	2	32
CC(C)CCN1CCN(Cc2nc3ccccc3s2)CC1CCO (configuration not stated)	-7	12	-16	-4	7	6	3	5	-11	8	-9
CC(O)(c1cccc(F)c1)c1nc(-c2csc3ccccc23)cs1 (configuration not stated)	-18	-18	4	·	-16	-3	-45	7	9	-20	1
O=C(Nc1ccccc1C(F)(F)F)c1cnccn1	14	10	-9	2	7	-6	-6	15	7	3	2

Next section
SMILES	TROY signal inh	CF NFkB block	TRAIL sens C8	LMP1 NFkB inh	SRC1 inh	KKLEB cytotox	NCOA2 inhibitor	COUP-TFII inh	TWEAK Fn14 block	NCOA3 inh	NR5A2 inv ag
O=C(NC1CCCCC1)C(c1cccs1)N(CCCN1CCOCC1)C(=O)c1ccc(-c2ccccc2)[nH]1 (configuration not stated)	4	16	-3	6	-29	14	-36	5	-8	16	-12
CCC1C(=O)NCCN1C(=O)c1cc(COc2cc(C)ccc2C)on1 (configuration not stated)	-20	16	3	0	-7	-3	5	8	-1	3	-7
O=C1C2CCCN2C(c2ccc(Cl)cc2)N1c1nccs1 (configuration not stated)	9	-4	7	-19	-18	-1	-22	9	14	11	18
CCn1c(SCC(=O)NC2CC2)nnc1-c1cccc(OC)c1	2	-12	-19	-4	-1	12	-1	-3	7	10	11
COc1ccc(C(=O)NCC(=O)NC2=NCCS2)cc1	-7	-11	-1	3	-25	20	-7	-6	3	-29	11
CCSc1nnc(-c2ccc(S(=O)(=O)NCc3cccs3)cc2)o1	1	14	7	14	2	-5	·	·	-6	12	12
O=C(O)c1cccc(-c2csc(C(O)c3ccccc3)n2)c1 (configuration not stated)	-49	-10	-34	·	-81	15	-35	-33	-10	-84	-85
CCC(C)NC(=O)Nc1ccccc1C (configuration not stated)	-1	14	-7	5	-6	-12	-13	4	0	4	-10

Screens deposited in PubChem BioAssay by several laboratories.

An unsorted share of the library. About 4.2% of those tested had a hit in this group.
